Screens from PubChem BioAssay.
PvdQ inh: P. aeruginosa PvdQ acylase inhibition | purified PvdQ acylase, fluorescence plate reader | inhibition, % at 10 µM | 340,000 compounds, 0.063% hits | AID 488965; in the data active = inhibition above about 30%, passing the limit was not always enough; inconclusive = no clear call, values can overlap the other calls;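 note: 0% = vehicle neutral wells and 100% = reference inhibitor wells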
Wnt bcat act: activators of Wnt/beta-catenin signaling | Wnt/beta-catenin reporter cell assay, activator, plate reader | activation, % at 9.35 µM | 300,000 compounds, 1.2% hits; in the data active = activation above about 30%, passing the limit was not always enough; inconclusive = no clear call, values can overlap the other calls;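 note: 0% = neutral control wells and 100% = positive control wells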
HTR5A ag: activates human HTR5A in OPRM1-OPRD1 agonist counter-screen; AID 504692; activation, % at 9.3 µM; 340,000 compounds, 0.61% hits; HTR5A agonist assay, luminescence, cell-based; P47898; in the data active = activation mostly above about 9.5%, no sharp cut-off; inactive = mostly below about 7.6%;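 note: 0% = cells with vehicle only and 100% = reference agonist; strong numbers were not always called active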
Target sequence (P47898 whole entry, looked up): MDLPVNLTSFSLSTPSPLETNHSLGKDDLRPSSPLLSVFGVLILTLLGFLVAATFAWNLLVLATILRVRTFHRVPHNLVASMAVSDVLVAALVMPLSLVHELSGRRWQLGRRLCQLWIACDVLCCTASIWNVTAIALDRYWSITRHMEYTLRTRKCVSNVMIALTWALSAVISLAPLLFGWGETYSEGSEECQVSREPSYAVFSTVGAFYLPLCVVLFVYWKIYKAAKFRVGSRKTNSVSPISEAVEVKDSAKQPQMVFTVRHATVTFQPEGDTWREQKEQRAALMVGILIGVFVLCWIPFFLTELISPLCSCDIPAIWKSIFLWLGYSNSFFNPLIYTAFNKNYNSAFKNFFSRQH
SR-BI uptake up: SR-BI HDL lipid transfer activation | CHO ldlA[mSR-BI] cells, DiI-HDL uptake fluorescence, 3 h; 100 = double the neutral-control signal | activation, % at 12.5 µM | 320,000 compounds, 0.096% hits | AID 504775;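 active = mean replicate activation of at least 60% and every replicate at or above 60%; inconclusive = mean or all-replicate condition met, but not both; inactive = mean below 60% and not all replicates reaching 60%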;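 note: 0% = median plate neutral-control signal and 100% = twice that signal; values of inactives mirror those of a sister screen read the other way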
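Test system: SR-BI-overexpressing, LDLR-lacking CHO cells; Also added: labelled HDL, 10 µg/mL; Measured by: bottom-read cell fluorescence after medium removal, ex 550/em 595 nm; Timing: 3 h uptake period with compound, 37 °C; Buffer or medium: F12, 0.5% BSA, 25 mM HEPES; Doses: single compound concentration, delivered by pin transfer.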
CDK5 inh: blocks human CDK5/p35 kinase activity. Recombinant CDK5/p35, ADP-Glo luminescence, 60 min. inhibition, % at 10 µM. 330,000 compounds, 0.01% hits. AID 488839;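 active = highest replicate inhibition of at least 50% and at least 75% of replicates reaching 50%; inconclusive = only one of the two criteria met; inactive = both criteria failed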;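 note: plate controls were DMSO neutral control for no effect and GW8510 at 10 µM for full effect; many of its hits are not listed in these tables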
MITF act: MITF TRPM1 promoter activation in melanoma cells | 300,000 compounds, 0.75% hits | SK-MEL-5 TRPM1-promoter luciferase, 24 h; % of positive control, neutral wells = 0 | activation, % at 12.5 µM;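 active = mean activation of at least 80% with every replicate also reaching 80%; inconclusive = mean reaches 80% but some replicate falls short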;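 note: 0% = neutral control wells and 100% = parthenolide positive control wells; values of inactives mirror those of a sister screen read the other way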
dFosB activator: enhances mouse delta FosB homodimer DNA binding; P13346; purified delta FosB, TAMRA-CDK5 oligo fluorescence polarization; percent of positive-control signal above neutral wells; activation, % at 25 µM; 340,000 compounds, 0.99% hits;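 active = mean activation above about 17%, with every replicate also reaching it, limit read from the data, passing the limit was not always enough; inconclusive = only one of the two conditions met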;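 note: fluorescence polarization rise as delta FosB binds a TAMRA Cdk5 AP-1 oligo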
Target sequence (P13346 whole entry, looked up): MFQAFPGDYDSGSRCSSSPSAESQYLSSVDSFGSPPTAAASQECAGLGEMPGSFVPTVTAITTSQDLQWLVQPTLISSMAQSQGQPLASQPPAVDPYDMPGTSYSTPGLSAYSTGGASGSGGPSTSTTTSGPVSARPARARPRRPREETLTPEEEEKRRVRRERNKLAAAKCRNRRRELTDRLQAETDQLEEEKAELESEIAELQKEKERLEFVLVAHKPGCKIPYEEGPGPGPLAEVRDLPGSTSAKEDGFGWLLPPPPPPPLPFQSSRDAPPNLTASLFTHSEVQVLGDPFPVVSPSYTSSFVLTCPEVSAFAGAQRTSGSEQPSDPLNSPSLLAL
SR-BI DiI inh: blocks mouse SR-BI lipid uptake from DiI-HDL. Q61009. 320,000 compounds, 0.96% hits. inhibition, % at 12.5 µM. ldlA[mSR-BI] CHO cells, DiI-HDL uptake fluorescence, 3 h. AID 488896;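 active = mean replicate inhibition of at least 70% and a set share of replicates each scoring 70 or more; inconclusive = meets just one of the two criteria; inactive = fails both criteria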;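 note: 0% = median of neutral control wells and 100% = median of positive control wells; values of inactives mirror those of a sister screen read the other way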
cardiac RTF act: cardiac RTF calcium sensitization. P19429+P45379. activation, % at 7.2 µM. AID 493008. IANBD-labeled TnC RTF fluorescence at EC20 calcium; 0% EC20 calcium, 100% full calcium. 340,000 compounds, 0.24% hits;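 active = activation above the mean over all tested compounds plus 3 SD, cut at about 30% in these data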;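 note: rise in fluorescence read as greater calcium sensitivity of cardiac thin filaments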
Rtt109 HAT inh: inhibitors of Candida albicans Rtt109/Vps75 histone acetyltransferase; 330,000 compounds, 0.16% hits; AID 540336; inhibition, % at 34.9 µM; purified Rtt109/Vps75, ThioGlo CoA-SH fluorescence, 4 h;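 active = inhibition of at least 50% in every replicate; inconclusive = best replicate reaches 50% inhibition but some replicates fall short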
Target sequence (Q5AAJ8 whole entry, looked up): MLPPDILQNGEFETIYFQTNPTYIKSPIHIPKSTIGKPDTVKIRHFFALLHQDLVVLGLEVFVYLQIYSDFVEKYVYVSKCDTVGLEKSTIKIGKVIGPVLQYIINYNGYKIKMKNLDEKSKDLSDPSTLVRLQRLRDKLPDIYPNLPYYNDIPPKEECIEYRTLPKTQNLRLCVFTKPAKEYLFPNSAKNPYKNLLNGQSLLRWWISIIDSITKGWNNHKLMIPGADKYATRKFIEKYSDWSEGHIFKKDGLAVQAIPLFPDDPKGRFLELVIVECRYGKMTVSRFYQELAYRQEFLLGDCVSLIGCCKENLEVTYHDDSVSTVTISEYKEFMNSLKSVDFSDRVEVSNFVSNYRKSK
Starred values were filed as active, the others as inactive; ? = inconclusive; · = not tested or not shown. Random draw from the library (roughly 4.4% active in at least one column).

The opening 13 compounds, to show the layout:
SMILES	PvdQ inh	Wnt bcat act	HTR5A ag	SR-BI uptake up	CDK5 inh	MITF act	dFosB activator	SR-BI DiI inh	cardiac RTF act	Rtt109 HAT inh
N=C1/C(=C/c2cccs2)C(=O)N=C2SN=C(SCc3ccccc3)N12	14	·	1	6	-1.5	26	2	-6	-3	13
O=S(=O)(Nc1cccc(-n2cnnn2)c1)c1ccc(Cl)cc1	-1	1	-1	11	-1.4	-7	0	-11	-3	2
CN(C)C(CNC(=O)Cc1cccc(C(F)(F)F)c1)c1ccco1 (configuration not stated)	-7	0	0	37	0.2	-8	-9	-37	-5	-4
Cc1noc(N)c1C(=O)Nc1ccc(F)c(Cl)c1	-6	2	-1	-13	-0.6	11	-2	13	4	3
O=C(NCc1ccco1)C1CC(c2ccc(Cl)cc2)=NO1 (configuration not stated)	1	0	-4	-3	-1.6	3	-2	3	-2	3
CCC(C)(C)n1nnnc1C(c1cc2cc(C)cc(C)c2[nH]c1=O)N1CCN(Cc2ccc3c(c2)OCO3)CC1 (configuration not stated)	-8	-2	-3	-1	-0.2	·	-6	1	3	0
Oc1ccc(CNc2ccc(F)cc2)c2cccnc12	2	·	23*	-5	-0.9	-9	-1	5	-5	8
Cc1ccsc1C(=O)OCC(=O)N1CCOCC1	-7	1	3	23	2.1	28	-1	-23	2	1
CC(=O)Nc1ccc(-c2ccc(NC(C)=O)cc2)cc1	7	7	-1	-1	0.6	16	5	1	0	2
Cc1ccccc1C(=O)Nc1nc2n(n1)C(c1ccccc1)CC(=O)N2 (configuration not stated)	-6	-4	-2	-5	1.3	·	-16	5	1	-9
Cc1noc(N)c1C(=O)Nc1ccccc1F	-10	·	-3	4	-1.5	11	2	-4	-1	-2
COC(=O)c1sc2nc(N3CCCCC3)c3c(c2c1N)CCCC3	-14	-2	1	-63	0.8	1	7	63	-7	-2
O=C(CN1C(=O)c2ccccc2C1=O)NN1C(=O)c2ccccc2C1=O	2	·	6	13	-1.1	3	-3	-13	-2	2

All compounds of this part, previewed entries included:
SMILES	PvdQ inh	Wnt bcat act	HTR5A ag	SR-BI uptake up	CDK5 inh	MITF act	dFosB activator	SR-BI DiI inh	cardiac RTF act	Rtt109 HAT inh
N=C1/C(=C/c2cccs2)C(=O)N=C2SN=C(SCc3ccccc3)N12	14	·	1	6	-1.5	26	2	-6	-3	13
O=S(=O)(Nc1cccc(-n2cnnn2)c1)c1ccc(Cl)cc1	-1	1	-1	11	-1.4	-7	0	-11	-3	2
CN(C)C(CNC(=O)Cc1cccc(C(F)(F)F)c1)c1ccco1 (configuration not stated)	-7	0	0	37	0.2	-8	-9	-37	-5	-4
Cc1noc(N)c1C(=O)Nc1ccc(F)c(Cl)c1	-6	2	-1	-13	-0.6	11	-2	13	4	3
O=C(NCc1ccco1)C1CC(c2ccc(Cl)cc2)=NO1 (configuration not stated)	1	0	-4	-3	-1.6	3	-2	3	-2	3
CCC(C)(C)n1nnnc1C(c1cc2cc(C)cc(C)c2[nH]c1=O)N1CCN(Cc2ccc3c(c2)OCO3)CC1 (configuration not stated)	-8	-2	-3	-1	-0.2	·	-6	1	3	0
Oc1ccc(CNc2ccc(F)cc2)c2cccnc12	2	·	23*	-5	-0.9	-9	-1	5	-5	8
Cc1ccsc1C(=O)OCC(=O)N1CCOCC1	-7	1	3	23	2.1	28	-1	-23	2	1
CC(=O)Nc1ccc(-c2ccc(NC(C)=O)cc2)cc1	7	7	-1	-1	0.6	16	5	1	0	2
Cc1ccccc1C(=O)Nc1nc2n(n1)C(c1ccccc1)CC(=O)N2 (configuration not stated)	-6	-4	-2	-5	1.3	·	-16	5	1	-9
Cc1noc(N)c1C(=O)Nc1ccccc1F	-10	·	-3	4	-1.5	11	2	-4	-1	-2
COC(=O)c1sc2nc(N3CCCCC3)c3c(c2c1N)CCCC3	-14	-2	1	-63	0.8	1	7	63	-7	-2
O=C(CN1C(=O)c2ccccc2C1=O)NN1C(=O)c2ccccc2C1=O	2	·	6	13	-1.1	3	-3	-13	-2	2
COc1cc(NS(=O)(=O)c2ccc(NC(=O)c3ccco3)cc2)nc(OC)n1	10	·	-5	2	-0.3	0	1	-2	0	2
Cc1oc(-c2cccs2)nc1CSCC(=O)NC1CC1	-11	-1	-3	-10	-1.1	·	3	10	0	-8
c1ccc(-c2csc(Nc3ccc4c(c3)OCCO4)n2)cc1	-5	46*	-4	-14	0.5	23	-11	14	4	3
CN(C)CCCNC(=O)CCc1ncc(C(F)(F)F)cc1Cl	9	-7	5	-2	-0.1	2	3	2	-3	3
COc1ccc2c(C)c(Cc3ccccc3)c(=O)oc2c1OC	-4	-1	-2	-9	0.2	1	-5	9	3	-1
CCS(=O)(=O)n1nc(-c2ccccc2)cc1N	2	2	2	-11	0.2	·	6	11	-1	-20
CCCCn1nc(C(=O)Nc2cc(S(=O)(=O)N(C)C)ccc2C)c2ccccc2c1=O	5	-1	1	8	4.3	-10	-10	-8	4	·
COc1cnc(-c2ccccn2)nc1Oc1c(C)cccc1C	-8	·	-1	4	0.7	-7	-8	-4	3	3
Cc1cccc(C(=O)NC(NCc2ccco2)C(Cl)(Cl)Cl)c1 (configuration not stated)	-4	·	0	7	1.6	-8	-1	-7	10	6
CCn1c(COc2ccc(C(C)C)cc2)nnc1SCC(=O)Nc1nccs1	8	·	-8	-8	0.5	-20	-1	8	-4	10
O=C(NCc1ccco1)c1ccc(Cn2c(=S)[nH]c3ccccc3c2=O)cc1	-9	-1	-2	-40	0.3	-9	-5	40	0	2
O=C(CC1SC(N2CCCC2)=NC1=O)Nc1ccc(C(=O)Nc2ccccc2)cc1 (configuration not stated)	-14	0	1	-20	0.2	5	-3	20	0	3
O=C(NCC1CCCN1S(=O)(=O)c1cccs1)c1ccc(F)cc1 (configuration not stated)	-17	-1	1	-9	0.9	11	0	9	2	-1
Cc1ccccc1-c1nc(CS(=O)(=O)CC(=O)NC2CCCC2)c(C)o1	-14	1	-4	-20	-1.8	3	-13	20	2	6
O=C(O)C1CCCN1C(=O)OCc1ccccc1 (configuration not stated)	0	·	10	30	-1.2	5	0	-30	-1	-4
O=C(NN1C(=O)C2C3c4ccccc4C(c4ccccc43)[C@@H]2C1=O)c1ccccc1 (some centres not stated)	-17	30*	0	-14	-0.2	-7	-2	14	0	-9
CCN1C(=O)N[C@@H](c2cccc(C(F)(F)F)c2)[C@H](C(=O)OC)[C@H]1C	-11	-14	-6	-5	0.8	19	2	5	0	7
COc1ccccc1NC(=O)NNC(=O)c1ccc2ccccc2c1	-13	-1	1	7	-1.9	-14	-10	-7	-4	-11
Cc1ccc(OCC(=O)Nc2ccc(-c3nc4ncccc4o3)cc2)cc1	-15	5	0	9	-0.7	·	6	-9	-3	-7
COC(=O)c1c(N=CN(C)C)c(C#N)c2n1CCCC2	2	1	-3	10	-1.6	·	8	-10	0	·
O=C(Nn1c(-c2ccc(Br)cc2)nc2ccccc2c1=O)c1cccnc1	-1	1	-2	24	0.1	-11	-7	-24	-5	0
O=C(CN(Cc1ccccc1)C(=O)CCC(=O)Nc1ccccn1)NCc1ccco1	-14	-1	-2	15	-0.8	10	-8	-15	4	1
CCCCCCCNC(=O)C1(CC2CC(c3ccccc3)=NO2)CCNCC1 (configuration not stated)	8	0	-5	13	0.0	3	-11	-13	6	2
O=C(CCNS(=O)(=O)c1ccc(Br)s1)NCc1ccccc1	7	-3	-4	20	0.3	4	6	-20	-7	2
COc1cc(CC(=O)Nc2ccc(S(=O)(=O)Nc3ncccn3)cc2)cc(OC)c1OC	-14	4	-2	12	-2.0	·	2	-12	3	-1
O=C(CSc1nccc(=O)[nH]1)Nc1ccc(F)c([N+](=O)[O-])c1	-4	-1	5	4	-1.0	15	-2	-4	0	3
COc1cc(OC)cc(C(=O)N2CCN(c3ccccn3)CC2)c1	3	1	0	-7	2.0	8	1	7	-4	-2
COc1ccc(NC(=S)NCc2ccccn2)cc1OC	5	-2	14	5	1.2	4	2	-5	6	?
CCc1nnc(NC(=O)C2CCCN(S(=O)(=O)c3ccc(OC)cc3)C2)s1 (configuration not stated)	-2	-2	2	-2	0.5	-3	-8	2	0	-3
C=C(C)CNC(=S)NNC(=O)c1ccncc1	-8	0	-8	23	1.2	-4	-2	-23	-2	3
Cc1ccc(CS(=O)(=O)c2cn(CC(=O)N3CCOCC3)c3ccccc23)cc1	-11	0	0	-7	0.3	4	-10	7	-2	1
O=C(/C=C/c1ccc(Br)cc1)c1ccco1	56*	2	-6	-4	-0.5	5	0	4	3	2
CC(=O)N=C1SC2CS(=O)(=O)CC2N1c1c(Cl)cccc1Cl (configuration not stated)	-3	0	2	15	-1.6	-4	-4	-15	-3	1
COC(=O)c1ccc(C(=O)OC)c(NC(=S)N2CC(C)CC(C)C2)c1 (configuration not stated)	-11	-6	2	-14	-2.6	3	-2	14	2	1
Cc1nn(C)c(C(=O)NCc2ccc(Cl)cc2)c1Cl	3	·	0	-12	0.2	-10	10	12	-1	0
CCC(=O)N1CCN(c2ccc(NC(=O)c3ccc([N+](=O)[O-])o3)cc2)CC1	14	-6	-1	4	-0.2	-78	-6	-4	4	-8
O=C(CN1CCN(c2ccc(Cl)cc2[N+](=O)[O-])CC1)N1CCOCC1	-9	-1	1	15	0.8	·	-2	-15	-1	1

(listing goes on)
SMILES	PvdQ inh	Wnt bcat act	HTR5A ag	SR-BI uptake up	CDK5 inh	MITF act	dFosB activator	SR-BI DiI inh	cardiac RTF act	Rtt109 HAT inh
CCCCn1c(N)c(Sc2ccc([N+](=O)[O-])cc2)c(=O)[nH]c1=O	0	-3	1	·	0.6	4	2	·	-5	-1
O=C(CN1CCN(C(=O)CCC(=O)N2CCC(c3ccccc3)=N2)CC1)Nc1ccc(F)cc1	3	-4	2	-29	1.5	10	-8	29	2	-3
Cc1ccc[n+](C(C)C(=O)Nc2ccc(C)c(C)c2)c1 (configuration not stated)	-4	-4	-1	11	-0.6	·	5	-11	-5	-4
O=C(CN1CCN(C/C=C/c2ccccc2)CC1)Nc1ccc(F)cc1F	-3	0	2	0	1.3	-2	-2	0	-2	-2
CCOC(=O)c1ccc(NS(=O)(=O)c2c(N)[nH]c(=O)[nH]c2=O)cc1	-8	-2	-1	13	-0.2	6	-5	-13	-1	1
O=C(Nc1cccnc1)c1cnn2cccnc12	3	·	-2	23	-0.2	12	-6	-23	0	7
